tim10-1 inh: inhibits growth of tim10-1 mutant yeast; S. cerevisiae tim10-1 ts strain growth, BacTiter-Glo, 24 h; 2.2% of 330,000 active; AID 463190; inhibition, % at 20 µM;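 active = inhibition of at least 40%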;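 note: mutant grown at 25 °C; 0% = DMSO wells with yeast and 100% = wells holding no yeast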
UPR XBP1 act: activators of adaptive arm of unfolded protein response (XBP1); CHO-XBP1 luciferase reporter, IRE1-XBP1 UPR activation, luminescence; percent of tunicamycin response, DMSO as zero; activation, % at 20 µM; 0.33% of 330,000 active; AID 463104;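 active = versus positive control, 20 µM dose yields 30% or more activation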;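 note: 100% = tunicamycin at 10 µg/mL and 0% = DMSO only wells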
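Material: IRE1-XBP1 luciferase reporter CHO line / Quantity: one thousand reporter cells per well / Buffer or medium: F12 with 10% serum / Compound: 20 µM single concentration, DMSO 1% / Times: 6 h treatment, 37 °C / Detection: Steady-Glo luciferase glow luminescence, 10 min after reagent addition / Benchmarks: tunicamycin high, DMSO low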
tim23-1 inh: inhibits growth of tim23-1 mutant yeast. S. cerevisiae tim23-1 growth, BacTiter-Glo luminescence, 24 h. 1.3% of 330,000 active. inhibition, % at 20 µM. AID 463212;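 active = growth inhibition of the mutant yeast at or above 50%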;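 note: temperature-sensitive mutant grown at 25 °C; plate controls were DMSO-treated mutant yeast for no effect and medium wells lacking yeast for full effect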
TIM10 inh: growth inhibitors of TIM10 yeast strain | S. cerevisiae TIM10 strain growth, BacTiter-Glo luminescence, 24 h | inhibition, % at 10 µM | 1.4% of 330,000 active | AID 463195;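 active = inhibition of 40% or more at the single tested concentration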;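 note: wild-type TIM10 isogenic control strain grown at permissive 25 °C; 0% = DMSO yeast wells and 100% = minimal medium wells without yeast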
Mdm2-MdmX inh: inhibitors of human Mdm2/MdmX interaction. 3% of 330,000 active. AID 485346. inhibition, % at 8 µM. SaOS-2 split-luciferase Mdm2/MdmX complementation, luminescence;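 active = inhibition of at least 50% at 8 µM in the primary screen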
Target sequence (O15151 whole entry, looked up): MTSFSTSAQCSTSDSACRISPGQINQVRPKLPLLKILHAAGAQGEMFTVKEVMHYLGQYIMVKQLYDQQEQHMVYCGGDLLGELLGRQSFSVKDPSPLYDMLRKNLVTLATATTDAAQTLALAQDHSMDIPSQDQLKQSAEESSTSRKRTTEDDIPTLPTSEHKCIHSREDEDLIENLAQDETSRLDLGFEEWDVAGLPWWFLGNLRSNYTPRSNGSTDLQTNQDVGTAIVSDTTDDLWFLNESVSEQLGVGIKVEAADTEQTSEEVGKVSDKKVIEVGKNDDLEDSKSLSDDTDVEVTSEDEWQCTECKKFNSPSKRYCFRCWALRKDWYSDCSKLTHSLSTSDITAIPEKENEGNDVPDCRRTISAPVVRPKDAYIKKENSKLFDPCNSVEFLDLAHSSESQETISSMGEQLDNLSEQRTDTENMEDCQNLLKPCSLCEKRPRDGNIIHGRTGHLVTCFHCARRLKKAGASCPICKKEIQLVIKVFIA
Target sequence (Q00987 whole entry, looked up): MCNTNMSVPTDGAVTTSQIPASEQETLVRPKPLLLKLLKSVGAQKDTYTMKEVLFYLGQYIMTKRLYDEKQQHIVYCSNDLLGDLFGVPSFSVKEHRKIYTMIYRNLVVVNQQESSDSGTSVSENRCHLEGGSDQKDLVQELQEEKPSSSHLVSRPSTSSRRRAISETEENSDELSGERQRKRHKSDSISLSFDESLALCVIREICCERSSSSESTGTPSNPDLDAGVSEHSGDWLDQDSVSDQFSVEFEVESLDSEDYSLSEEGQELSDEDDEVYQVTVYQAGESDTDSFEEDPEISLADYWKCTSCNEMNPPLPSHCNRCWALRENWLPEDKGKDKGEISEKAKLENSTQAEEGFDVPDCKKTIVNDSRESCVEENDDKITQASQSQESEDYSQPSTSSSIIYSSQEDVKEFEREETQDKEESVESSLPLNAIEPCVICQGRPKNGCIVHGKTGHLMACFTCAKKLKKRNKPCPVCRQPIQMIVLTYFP
CHOP UPR activ: apoptotic UPR (CHOP) activation; CHO-CHOP luciferase reporter, luminescence; percent of tunicamycin response over DMSO baseline; activation, % at 10 µM; 0.34% of 330,000 active;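 active = at 10 µM dose, activation of 40% or more, normalized to positive control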;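 note: 100% = tunicamycin at 10 µg/mL and 0% = DMSO alone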
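Material: CHO-CHOP cells, stable luciferase reporter of PERK-eIF2a-CHOP signalling; quantity: 500 reporter cells seeded per well; buffer or medium: F12 medium containing 10% fetal bovine serum; compound: one dose, 10 µM in 0.5% DMSO; incubation: 6 h compound treatment, 37 °C; measured by: Steady-Glo luciferase luminescence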
Jurkat NFkB inh: lowers PMA/ionomycin-induced NF-kB signal in Jurkat cells; PMA/ionomycin-induced NF-kB luciferase reporter, luminescence; inhibition, % at 4 µM; 0.53% of 330,000 active; AID 435003; in the data active = inhibition above about 50%
697 NFkB inh: lowers PMA/ionomycin-induced NF-kB signal in 697 B cells; 697 B-cell NF-kB luciferase reporter, 16 h; inhibition, % at 4 µM; 0.33% of 330,000 active; AID 435022; in the data active = inhibition above about 35%
The depositor's hits bear a star.

A first look:
SMILES	tim10-1 inh	UPR XBP1 act	tim23-1 inh	TIM10 inh	Mdm2-MdmX inh	CHOP UPR activ	Jurkat NFkB inh	697 NFkB inh
CCC(NC(=S)NCc1ccc(F)cc1)c1ccccc1 (stereo unspecified)	36	-2	34	29	-12	-0.4	-4	-39
Cc1occc(=O)c1OCc1c(Cl)cccc1Cl	5	-3	16	12	-23	-0.3	-24	-14
COC(=O)C1=C(C)N(Cc2ccco2)C(=O)/C1=C\c1ccc(N(C)C)cc1	11	0	4	9	20	4.0	5	11
CCCCC(CC)CO (stereo unspecified)	3	0	11	5	8	3.4	3	9
CN(CC(=O)NCC1CCCCC1)S(=O)(=O)c1ccc(F)cc1	-3	0	15	15	-19	-0.8	-3	-4
COc1ccc(NC(=O)N2CCCC2)cc1OC	23	1	23	16	-11	3.5	9	21

Results, from the first entry:
SMILES	tim10-1 inh	UPR XBP1 act	tim23-1 inh	TIM10 inh	Mdm2-MdmX inh	CHOP UPR activ	Jurkat NFkB inh	697 NFkB inh
CCC(NC(=S)NCc1ccc(F)cc1)c1ccccc1 (stereo unspecified)	36	-2	34	29	-12	-0.4	-4	-39
Cc1occc(=O)c1OCc1c(Cl)cccc1Cl	5	-3	16	12	-23	-0.3	-24	-14
COC(=O)C1=C(C)N(Cc2ccco2)C(=O)/C1=C\c1ccc(N(C)C)cc1	11	0	4	9	20	4.0	5	11
CCCCC(CC)CO (stereo unspecified)	3	0	11	5	8	3.4	3	9
CN(CC(=O)NCC1CCCCC1)S(=O)(=O)c1ccc(F)cc1	-3	0	15	15	-19	-0.8	-3	-4
COc1ccc(NC(=O)N2CCCC2)cc1OC	23	1	23	16	-11	3.5	9	21
CC1=NN(S(=O)(=O)c2ccc(F)cc2)C(=O)c2ccccc2O1	19	-2	13	-1	-32	0.5	-2	-13
CCC(c1nnnn1C(C)C)N1CCN(C2CCCC2)CC1 (stereo unspecified)	-25	-1	-11	-6	15	0.8	8	13
O=C(Nc1cccnc1)c1ccc(COc2ccccc2Cl)o1	21	2	9	4	19	-2.2	24	17
CCOC(=O)C1=C(C)NC(=S)NC1c1ccc(OCC(=O)N2CCCCCC2)cc1 (stereo unspecified)	6	-3	1	-13	-2	-0.9	5	3
COc1ccc(OCCCC(=O)OCC(=O)Nc2nnc(-c3ccccc3)o2)cc1	-12	-3	4	-4	-21	-1.0	-23	5
COc1ccc(C(=O)NNC(=O)c2ccc3ccccc3c2O)cc1	-13	-4	5	4	12	-0.1	3	14
CCc1nc(OCC(=O)c2ccccc2)c(C#N)c2c1COC(C)(C)C2	13	-9	5	-24	7	1.7	-8	-25
Nc1nnc(SCC(=O)OCc2ccccc2)s1	8	1	0	4	-7	1.6	11	4
CCOc1ccc(C(=O)NCc2ccco2)cc1OCC	11	-4	12	3	20	2.1	-5	1
COc1ccc(CCNC(=O)CCNC(=O)c2ccc(Br)cc2)cc1OC	14	-2	1	-29	-1	-1.6	-18	9
Cc1ccc(-c2nnc(SCC(N)=O)nc2-c2ccc(C)cc2)cc1	9	6	28	18	19	0.7	5	-10
Cc1nc2scc(C)n2c(=O)c1S(=O)(=O)NCC1CCN(Cc2ccc(Cl)cc2)CC1	-3	-3	6	5	15	0.5	-12	-7
Cc1cc(F)ccc1NC(=O)CCc1c(C)nn(-c2ccc(N3CCCCC3)nn2)c1C	11	-3	15	10	1	1.0	-8	7
Cc1cc(C(=O)N/N=C/c2ccco2)n[nH]1	-8	-2	10	-9	-2	2.6	-21	-13
CCOc1ccccc1N(CC(=O)Nc1ccc(OC)c(OC)c1)S(=O)(=O)c1ccccc1	17	-2	17	-2	19	2.6	5	9
Cc1ccc(-c2cnc(NC(=O)CCC(=O)N3CCCCC3)n2C)cc1	27	-1	8	7	4	-1.3	6	-10
CCC1(C)Cc2ccccc2-c2nc(NCCCO)n(-c3ccccc3)c(=O)c21 (stereo unspecified)	35	-4	35	19	4	4.2	-5	-29
CC(C)N(C(=O)COC(=O)CNC(=O)c1ccc(Br)cc1)c1ccccc1	20	0	12	-4	-8	0.2	-15	-14

In another format: entries from further up
Compound,tim10-1 inh,UPR XBP1 act,tim23-1 inh,TIM10 inh,Mdm2-MdmX inh,CHOP UPR activ,Jurkat NFkB inh,697 NFkB inh
Nc1nnc(SCC(=O)OCc2ccccc2)s1,8,1,0,4,-7,1.6,11,4
CCOc1ccc(C(=O)NCc2ccco2)cc1OCC,11,-4,12,3,20,2.1,-5,1

Continuation.
SMILES	tim10-1 inh	UPR XBP1 act	tim23-1 inh	TIM10 inh	Mdm2-MdmX inh	CHOP UPR activ	Jurkat NFkB inh	697 NFkB inh
CCc1ccc(NC(=O)NCc2ccc3c(c2)OCO3)cc1	-39	0	-14	-8	13	2.3	-12	-12
CN1CCC(N(C)CC(=O)Nc2ccccc2N2CCOCC2)CC1	15	-3	3	8	-7	2.1	-8	19
Cc1ccc(-c2c(C)n([O-])c3c([n+]2=O)CCC3)o1	3	-3	-1	0	8	-0.2	14	16
CN(c1ccccc1)S(=O)(=O)c1ccc(NC(=O)COc2ccccc2)cc1	40*	-8	46	33	-1	1.6	2	-1
CCn1c(C)c(C)c2cc(C(=O)N3CCN(c4ccccc4)CC3)ccc21	11	-3	40	24	-13	-1.2	-1	-15
COc1ccc(-c2nnc(COc3ccc4ccccc4c3)o2)cc1OC	43*	0	-3	6	8	-0.6	7	2
O=C(CC(C(=O)O)c1ccccc1)Nc1ccccc1 (stereo unspecified)	6	0	12	-21	11	3.4	6	-26
O=C(c1ccc(Cl)cc1)c1ccc(Oc2cc(NN3CCCCC3)c([N+](=O)[O-])cc2[N+](=O)[O-])cc1	-16	-2	-22	-14	12	-0.7	-2	5
CC(NC(=O)c1cc2ccccc2oc1=O)c1ccc(O)cc1 (stereo unspecified)	7	2	11	-28	-5	3.9	-18	0
Cc1ccccc1C(=O)N1CCN(c2ccc(N3CCOCC3)nn2)CC1	3	-2	-13	8	-15	-0.7	12	5
CN1CCN(c2nc(Nc3ccccc3)nc(N)c2[N+](=O)[O-])CC1	-7	3	12	10	6	2.4	3	-4
Cc1ccc(NC(=O)C2CC(=O)Nc3ncnn32)c(C)c1 (stereo unspecified)	2	-1	5	5	2	9.5	-1	3
O=C(NCc1ccc2c(c1)OCO2)c1ccc(S(=O)(=O)N2CCOCC2)cc1	5	-2	-6	6	20	1.6	3	18
COc1ccc(C(=O)NCCS(=O)(=O)N2CCC3(CC2)OCCO3)cc1	-2	-4	-9	-8	9	-1.8	1	5
COc1ccc(C#Cc2ccc3c(c2)c(=O)c2ccccc2n3C)cc1	24	1	11	16	5	0.0	9	-13
O=C(CN1C(=O)/C(=C/c2c(F)cccc2Cl)Oc2ccccc21)NCc1ccco1	14	-2	1	9	64*	1.0	-4	-55
CCn1c(-c2ccc3ncccc3c2)n[nH]c1=S	18	0	0	-2	-15	-1.2	4	4
O=C(c1ccccc1)c1cc2ccc(O)cc2oc1=O	40	-2	41	29	3	1.9	-10	9
COCCn1c(SCC(=O)N2CCCCC2)nc2cccnc21	0	-1	6	-8	12	-0.8	-2	2
Cc1ccc(-c2ccc(CCC(=O)O)n2NC(=O)c2ccco2)cc1	-1	-3	8	-6	4	-2.6	4	6
O=C(CCc1nc2ccccc2c(=O)[nH]1)NNC(=O)c1ccc(Cl)cc1	4	2	9	8	-15	2.1	-4	13
COc1cc(/C=C(\C#N)c2nn(CCO)c(N)c2C#N)cc(OC)c1OC	9	3	-1	-5	38	1.4	-1	26
CCN1CCN(c2ccc(NC(=O)c3ccc(F)cc3)cc2Cl)CC1	2	4	-19	-30	12	2.0	-47	-13
Cc1ccc(-n2c(C)cn(C(=O)c3ccccc3)c2=S)cc1	34	2	15	0	6	-0.7	-9	-5
Cc1ccc(-n2c(SCC(=O)N3CCOCC3)nnc2-c2ccncc2)cc1	-9	-1	5	-9	6	-1.6	8	9
O=C(Nc1ncccc1O)c1ccc(Cl)c(S(=O)(=O)N2CCCCC2)c1	12	-2	18	20	13	0.2	10	14
COc1ccc(OC)c(-c2cc(C(=O)Nc3sc4c(c3C#N)CCC(C)C4)c3ccccc3n2)c1 (stereo unspecified)	18	-3	-5	0	0	-1.4	-7	0
O=C(Nc1cccc(C(F)(F)F)c1)c1n[nH]c(Cn2cncn2)n1	-7	1	3	-2	3	-3.0	0	11
CN(CC(=O)Nc1ccc(S(=O)(=O)N2CCCC2)cc1)Cc1c(F)cccc1Cl	37	-2	15	0	20	-0.1	15	-14
O=C1C(=O)N(CCN2CCOCC2)C(c2ccc(F)cc2)/C1=C(/O)c1ccc(S(=O)(=O)N2CCOCC2)cc1 (stereo unspecified)	5	-1	13	-9	20	-1.0	-17	3
Cc1c(CC(=O)NCCCO)c(=O)oc2cc3c(cc12)CCC(C)(C)O3	-1	0	13	9	-4	1.0	-5	-6
CN(CC(=O)Nc1ccc(F)c(F)c1F)C(=O)CN1C(=O)NC2(CCCC2)C1=O	-4	4	6	-3	23	-1.0	1	6
Cn1nnnc1SCCNS(=O)(=O)c1ccccc1	-20	-3	-12	-2	5	-0.6	-4	8
O=[N+]([O-])/C(=C\Nc1ccccc1Cl)S(=O)(=O)c1ccccc1	24	-2	36	10	16	0.5	3	16
Cc1ccc(NC2=C(Cl)C(=O)OC2OC(C)C)c(C)c1 (stereo unspecified)	11	36*	25	18	5	1.7	7	24
CC(C)n1cnc2c(Nc3ccc(F)c(Cl)c3)nc(NCCO)nc21	7	13	27	4	25	2.5	-19	-23
NC(=O)NC(=O)CN1c2cccc3cccc(c23)S1(=O)=O	-8	4	11	-5	-10	2.1	-1	-4
Cc1ccc(S(=O)(=O)CC(=O)c2ccccc2)cc1	20	1	25	14	20	3.3	1	4
COc1ccc2c(c1)OC1(C)CC2C(C(=O)c2ccccc2OC)C(=O)N1 (stereo unspecified)	18	-1	12	-8	10	-0.2	8	20
CCOC(=O)c1cccc(Nc2nc(-c3cccnc3)nc3ccccc23)c1	12	19	33	-16	70*	10	-7	29
CC(C)S(=O)(=O)c1csc(NC(=O)Nc2cc(Cl)ccc2Cl)c1Cl	42*	-1	21	47*	62*	6.6	19	12
Cc1nccn1CCCNC(=O)CC1C(=O)NCCN1Cc1ccc(F)cc1Cl (stereo unspecified)	-4	-4	-6	1	7	0.8	4	-6
CCN(CC(=O)NCc1cccs1)C(=O)c1cccc(S(=O)(=O)Nc2ccc(OC)cc2)c1	-16	-2	-3	-11	9	1.8	-3	3
COc1ccc(S(=O)(=O)N2CCC(C(=O)NCc3cccnc3)CC2)cc1Cl	-14	-4	-5	-4	24	-1.1	12	-8
CN1C(=O)/C(=N\OC(=O)c2ccccc2Cl)c2ccccc21	-80	2	38	39	14	0.1	15	7
Cc1ccc(C)c(N2CCN(CCCNC(=O)Cn3c(=O)c4cccn4c4cccnc43)CC2)c1	19	-4	-1	14	22	-0.1	-2	-1
CC1CN=C(N(Cc2ccccc2)C(=O)Nc2ccccc2)S1 (stereo unspecified)	24	-4	13	16	-19	1.1	-61	-77
CCOC(=O)C(NC(=O)c1ccccc1)(OCc1ccccc1)C(F)(F)F (stereo unspecified)	12	1	22	-1	13	0.3	-3	-14
Cc1c(C(=O)NCc2cccnc2)oc2c1C(=O)CC(C)(C)C2	9	0	3	-11	23	0.5	9	17
Cc1cccc(C)c1NC(=O)NC1CCc2ccccc21 (stereo unspecified)	-17	4	14	7	-4	0.0	-1	6
COc1nc(C)ccc1-c1noc(-c2ccncc2)n1	17	2	-6	4	-57	4.1	-71	-53
Cc1nn(C)c(C(=O)NNC(=S)NCc2ccco2)c1Br	-9	-3	1	1	15	-1.6	8	-12
COc1ccc(C(C)=NNc2ccc([N+](=O)[O-])cc2S(=O)(=O)Nc2ccccc2C(=O)O)c(OC)c1	12	-1	36	5	12	-0.8	10	-8
O=c1[nH]c(CSc2nnc3ccccn23)nc2cc(C(F)(F)F)ccc12	-11	-2	-7	-15	21	-1.4	4	8

Screening results as filed in PubChem BioAssay.
